# Assay outcomes as filed in PubChem BioAssay.
# IMP-1 inh = inhibitors of Pseudomonas aeruginosa IMP-1 metallo-beta-lactamase | purified IMP-1, nitrocefin hydrolysis, epi-absorbance fluorescence | inhibition, % at 5.6 µM | 290,000 tested, 0.45% active | AID 1556;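 active = inhibition above the mean plus 3 SD of all compounds in the same screening run, cut at about 4.5% in these data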;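 note: 0% = IMP-1 with DMSO and 100% = DMSO wells lacking enzyme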
#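 System: purified IMP-1 / Input: IMP-1 dispensed at 0.2 nM / Medium: 50 mM HEPES pH 7.1, 50 µM ZnSO4, 0.05% Brij 35 / Timing: 15 min enzyme–compound preincubation, then 25 min nitrocefin reaction, 25 °C / Technique: plate fluorescence quenching by hydrolysis product, ex 480/em 530 nm / Repeats: singlicate testing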
# IDE inh = cellular human IDE inhibition; AID 434962; 320,000 tested, 0.41% active; P14735; inhibition, % at 5.59 µM; HEK cells, FAbetaB cleavage, fluorescence polarization;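 active = percent inhibition above the average of all tested compounds plus 3 SD, set per screening campaign, cut at about 16% in these data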;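 note: IDE supplied by intact live HEK cells; FP after avidin binding of uncleaved biotin substrate so inhibition keeps polarization high; 0% = DMSO wells and 100% = 60 µM reference IDE inhibitor Ii1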
# pCIP destab = p/CIP protein destabilization. Q05BA5. F442A p/CIP-EGFP cells, EGFP fluorescence, 16 h. decrease of EGFP signal, % at 10 µM. 290,000 tested, 0.01% active;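 active = EGFP signal decrease of at least 30% at 10 µM or well 3 SD below plate mean, unless failing retest; inactive = the rest, including hits failing retest or dose response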; note: some compounds called inactive have numbers as strong as hits; many of its hits are not listed in these tables
# PHOSPHO1 block = inhibitors of human PHOSPHO1 phosphatase; inhibition, % at 13.3 µM; Q8TCT1; recombinant PHOSPHO1, absorbance phosphatase assay; 290,000 tested, 1.1% active; in the data active = inhibition above about 60%
# Target sequence (Q8TCT1 whole entry, looked up): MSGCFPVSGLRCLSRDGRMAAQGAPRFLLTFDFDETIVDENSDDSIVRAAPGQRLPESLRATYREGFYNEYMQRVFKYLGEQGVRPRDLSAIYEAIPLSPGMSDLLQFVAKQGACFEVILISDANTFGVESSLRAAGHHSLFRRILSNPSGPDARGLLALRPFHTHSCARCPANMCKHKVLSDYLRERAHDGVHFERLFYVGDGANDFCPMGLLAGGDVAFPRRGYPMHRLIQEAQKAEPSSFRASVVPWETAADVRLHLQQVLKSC
# NALP1 inh = inhibitors of NALP1 inflammasome in yeast. AID 2071. 280,000 tested, 0.61% active. S. cerevisiae NALP1/ASC/caspase-1 growth, X-gal OD620, 72 h. inhibition, % at 10 µM; in the data active = inhibition mostly above about 24%, no sharp cut-off; inactive = mostly below about 32%; note: some compounds called inactive have numbers as strong as hits
# VIM-2 inh = inhibitors of Pseudomonas aeruginosa VIM-2 metallo-beta-lactamase; AID 1527; purified VIM-2, nitrocefin hydrolysis, epi-absorbance fluorescence; inhibition, % at 5.6 µM; 290,000 tested, 0.89% active;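 active = inhibition above the mean of all tested compounds plus 3 SD, cutoff set per screening run, cut at about 7.5% in these data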;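 note: red hydrolysis product quenches plate fluorescence so inhibitors raise well fluorescence; 0% = enzyme with DMSO and 100% = DMSO without enzyme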
# IDE cell activ = activators of human insulin-degrading enzyme in cells | P14735 | HEK cells, FAbeta-B cleavage, fluorescence polarization; 0% vehicle, 100% cell-free pure enzyme wells | activation, % at 5.96 µM | 340,000 tested, 0.073% active | AID 493087;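 active = activation above the mean of all tested compounds plus 3 SD, set per screening campaign, cut at about 17% in these data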
# M18AAP inhibitor = PfM18AAP enzyme inhibition; 290,000 tested, 1.2% active; AID 1822; inhibition, % at 7.35 µM; recombinant PfM18AAP, H-Glu-NHMec fluorogenic cleavage;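 active = inhibition above the campaign mean inhibition over all tested compounds plus 3 SD, cut at about 28% in these data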;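 note: 0% = plate median of test compound wells and 100% = 2 mM ZnCl2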
# GPR7 antag = blocks human GPR7 receptor signaling. P48145. GPR7-expressing cells, fluorescence antagonist assay. inhibition, % at 4.4 µM. 290,000 tested, 1.1% active; in the data active = inhibition above about 16%, passing the limit was not always enough;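 note: cells stimulated with the agonist NPW; 0% = agonist with vehicle and 100% = vehicle without agonist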
# Target sequence (P48145 whole entry, looked up): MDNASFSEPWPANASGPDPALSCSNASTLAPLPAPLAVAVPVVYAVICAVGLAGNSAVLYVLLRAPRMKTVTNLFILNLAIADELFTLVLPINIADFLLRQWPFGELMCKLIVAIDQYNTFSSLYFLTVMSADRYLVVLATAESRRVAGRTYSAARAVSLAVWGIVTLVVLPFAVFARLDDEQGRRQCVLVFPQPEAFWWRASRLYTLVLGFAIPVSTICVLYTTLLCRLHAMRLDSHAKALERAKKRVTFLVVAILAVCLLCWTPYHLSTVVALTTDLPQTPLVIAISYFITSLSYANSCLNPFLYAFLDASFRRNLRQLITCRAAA
# Active calls of the source: *; . = no result given.
# Each structure is followed by: NALP1 inh	M18AAP inhibitor	VIM-2 inh	IDE cell activ	pCIP destab	IMP-1 inh	PHOSPHO1 block	IDE inh	GPR7 antag
> Cc1ccc(NC(=O)Nc2ccnc(-c3cccnc3)n2)cc1
    23.4	3.2	-2.4	-9.1	-23.2	-2.9	43.1	18.5*	-7.3
> CCc1cc(-c2n[nH]c(C)c2-c2nc3ccccc3n2C)c(O)cc1O
    -19.2	1.7	-3.4	.	-10.0	-1.6	47.7	0.3	-1.3
> CC(=O)c1cc2c(cc1N/C(=N/S(=O)(=O)c1ccccc1)c1ccc(Cl)cc1)OCO2
    26.1	-7.4	-0.3	6.2	-7.0	-0.9	-7.9	-0.2	-9.3
> CCCCCCSc1cc(C)nc2ncnn12
    -8.5	.	.	-7.4	-21.3	.	8.6	2.7	.
> Cc1noc(C)c1CSCC(=O)Nc1nnc(CC(C)C)s1
    19.6	-2.8	-1.1	1.6	1.4	-1.9	17.6	1.3	-11.0
> COc1ccc(/C(N)=N/OC(=O)CCCc2ccccc2)cc1OC
    23.4	-0.8	0.0	2.0	6.4	-3.1	3.9	8.2	-9.6
> Cc1ccc(N(C(=O)Cn2nnc(-c3ccc(F)cc3)n2)C(C(=O)NC(C)(C)C)c2ccncc2)cc1 (configuration not stated)
    -12.5	2.7	-2.3	3.4	-19.7	-2.8	41.1	-2.9	-13.9
> COc1cc2c(cc1OC)-c1nncn1C(C)(C)C2
    -1.7	1.2	-0.1	6.9	-27.4	-1.6	23.1	-3.0	0.2
> Cc1ccc(C(=O)NC2CC3CCCC(C2)N3Cc2ccccc2)cc1 (configuration not stated)
    -22.6	-9.0	0.0	1.9	6.9	0.7	.	6.6	4.5
> Cc1cccc(OCC(=O)NCC(=O)n2nc(C)cc2C)c1
    21.0	-0.3	-1.7	-5.1	-27.9	-2.3	15.4	4.2	-4.2
> CCC(=O)c1ccc(O)c(OC)c1
    2.7	5.0	-2.5	0.6	0.3	-2.5	39.9	1.7	-8.5
> COc1ccc(NC(=O)[C@@H](NC(=O)c2ccccc2F)C(C)C)cc1S(=O)(=O)N1CCOCC1
    -1.6	1.8	-4.2	-2.5	-6.9	-3.7	27.7	-2.1	-5.5
> CC(=O)C1=C(O)C(=O)N(c2cccc(C(=O)O)c2)C1c1ccccc1F (configuration not stated)
    14.9	-2.0	1.0	-1.0	-15.2	-0.6	-3.4	.	-0.8
> CCCc1cc(=O)[nH]c(Nc2ccc(Cl)cc2)n1
    7.5	4.1	-2.7	-10.1	5.4	-3.8	-29.0	1.9	-14.3
> COc1ccc(S(=O)(=O)N2CCN(Cc3cc(OC)c(OC)cc3OC)CC2)cc1
    7.4	9.8	-1.5	2.5	0.4	-1.8	31.3	0.7	5.3
> CC12CN(NC(=O)c3ccc(Cl)cc3)C3(C#N)CC1CCC23C (configuration not stated)
    -7.6	3.4	-2.6	6.5	-16.9	-2.3	21.3	-2.2	5.1
> COc1ccccc1N1CCN(C(=O)/C=C/c2ccco2)CC1
    38.5	-5.8	0.7	-3.4	-1.0	-2.7	13.5	2.7	-13.1
> CCOC(=O)C1C2C=CC3(CN(Cc4ccco4)C(=O)C13)O2 (configuration not stated)
    -12.2	-9.7	0.9	1.6	8.1	-1.7	29.1	6.0	-0.5
> Cc1ccc(C(=O)N/C(=C/c2ccc(N(C)C)cc2)C(=O)NCC2CCCO2)cc1 (configuration not stated)
    16.5	14.5	-1.5	4.5	-2.6	-1.7	-16.0	5.4	2.3
> CC(=O)c1c(C)[nH]c(C(=O)Nc2c(C)n(C)n(-c3ccccc3)c2=O)c1C
    -8.3	-5.5	-0.6	0.3	-5.5	-2.9	23.6	5.3	-5.5
> O=c1nccc(SCc2ccc(Cl)cc2Cl)[nH]1
    1.7	-3.8	-0.3	-3.5	-8.8	-1.0	24.8	1.2	-10.7
> CC(=O)Nc1ccc(S(=O)(=O)Nc2nccs2)cc1
    0.2	6.0	-2.7	7.2	31.4	-3.9	24.1	.	-7.8
> COc1ccc(OCC(=O)Nc2ccc(NC(=O)c3cccs3)cc2)cc1
    0.2	3.7	-4.0	-2.6	2.5	-0.6	23.0	2.7	-5.3
> O=C1Nc2ccccc2/C1=C\c1cccn1-c1ccc(OC(F)(F)F)cc1
    37.0	-5.3	-1.2	-2.3	-6.0	-1.6	-7.7	3.5	-16.6
> Cc1ccc(C(=O)NCCCN2CCOCC2)o1
    -1.9	12.7	0.0	5.5	-22.4	-6.5	1.1	3.9	-11.0
> Cc1nccn1S(=O)(=O)c1cc([N+](=O)[O-])ccc1Cl
    -32.3	-7.8	-0.8	3.6	4.5	-2.7	-6.6	-3.0	-13.7
> C[C@@H]1C(=O)O[C@@H]2CC34[C@H]5C[C@@H](C(C)(C)C)C36[C@H](OC(=O)[C@@H]6O)OC4(C(=O)O5)[C@@]12O (some centres not stated)
    19.0	2.9	-0.2	-0.9	-12.2	-3.5	6.0	-2.7	-8.8
> O=C(COC(=O)c1cnccn1)c1ccc(Br)cc1
    -2.9	3.4	-0.2	0.5	-8.6	-0.5	-5.5	3.8	1.2
> Cc1ccc(S(=O)(=O)NC2=NCN(CC(=O)O)CN2)cc1
    1.1	-0.4	-4.5	0.3	-14.4	-1.9	-6.5	1.9	8.5
> O=S(=O)(c1cccc(-c2csc(-c3cccnc3)n2)c1)N1CCCCC1
    1.7	-9.7	-3.6	1.7	-0.4	-5.7	-86.3	0.3	5.5

# Structural class, those above with a tert-butyl group (two)
# Each structure is followed by: NALP1 inh	M18AAP inhibitor	VIM-2 inh	IDE cell activ	pCIP destab	IMP-1 inh	PHOSPHO1 block	IDE inh	GPR7 antag
> Cc1ccc(N(C(=O)Cn2nnc(-c3ccc(F)cc3)n2)C(C(=O)NC(C)(C)C)c2ccncc2)cc1 (configuration not stated)
    -12.5	2.7	-2.3	3.4	-19.7	-2.8	41.1	-2.9	-13.9
> C[C@@H]1C(=O)O[C@@H]2CC34[C@H]5C[C@@H](C(C)(C)C)C36[C@H](OC(=O)[C@@H]6O)OC4(C(=O)O5)[C@@]12O (some centres not stated)
    19.0	2.9	-0.2	-0.9	-12.2	-3.5	6.0	-2.7	-8.8

# More compounds follow.
# Each structure is followed by: NALP1 inh	M18AAP inhibitor	VIM-2 inh	IDE cell activ	pCIP destab	IMP-1 inh	PHOSPHO1 block	IDE inh	GPR7 antag
> Cc1nnc(NCCO)c2ccccc12
    -9.5	-2.7	-1.2	-4.6	-6.9	-7.2	15.2	-5.4	-10.1
> CS(=O)(=O)N(Cc1ccc(C(=O)Nc2ccccc2Sc2ccccc2)cc1)c1ccccc1
    -17.8	-3.3	-0.7	-0.9	-9.6	-0.3	-9.7	2.6	-4.6
> Brc1ccc(CSc2nnc3ccccn23)cc1
    -5.2	1.8	-3.1	-7.9	-0.6	-3.1	47.6	7.1	-3.8
> CCn1nnc(-c2ccccc2NC(=O)c2cc(OC)c(OC)c(OC)c2)n1
    7.0	-6.4	1.1	4.3	-8.5	-0.1	-23.5	-5.3	-5.9
> CCOc1ccc2cc(S(=O)(=O)N3CCOCC3)ccc2c1
    38.7	5.4	-5.6	7.0	-15.3	-5.0	25.5	4.0	-6.2
> COc1ccc(OC)c(C2C(C(C)=O)=C(O)C(=O)N2c2ccc(F)cc2)c1 (configuration not stated)
    2.8	3.9	-3.2	0.7	-4.7	-2.8	11.2	5.5	2.3
> COc1ccc(-c2nn(C)c(=O)c3ccccc23)cc1CNC(=O)C1CCCCC1
    -33.1	22.4	8.7*	-3.6	1.4	1.1	-0.5	3.4	5.5
> COc1ccc(C)cc1S(=O)(=O)n1cnc2ccccc21
    -2.8	0.1	-1.8	-5.4	-10.8	-2.8	18.7	0.0	-6.9
> O=C(O)c1ccccc1Sc1ncnc2sccc12
    2.9	-6.5	2.2	14.2	-5.3	-1.2	55.2	-3.9	-1.9
> CSc1cc(CS(=O)(=O)c2ccccc2)nc(-c2ccccc2)n1
    6.4	-7.9	-1.2	-0.1	6.8	-0.1	14.5	-3.1	-5.8
> COC(=O)Cc1c(C)c2ccc(O)c(CNCc3ccc(OC)c(OC)c3)c2oc1=O
    32.3	-12.3	0.1	-4.6	-5.0	-1.3	11.4	.	-0.3
> COCCNC(=O)CSc1nc2cc(OC)c(OC)cc2c(=O)n1CCc1ccc(S(N)(=O)=O)cc1
    18.8	5.3	-2.7	4.4	-10.2	-2.6	-5.3	2.4	-0.4
> COC(=O)C1=C(C(=O)c2ccccc2)C(c2cccs2)n2nnnc2N1 (configuration not stated)
    -4.7	55.3*	-3.3	2.3	0.9	-5.3	7.2	1.0	-15.7
> O=C(Nc1ccc2c(c1)OCCO2)c1ccc(Cl)c(S(=O)(=O)N2CCOCC2)c1
    -0.8	6.0	-4.1	-3.1	-9.6	-3.8	6.8	3.5	-13.0
> CN(C)c1ccc(NC(=O)CSc2nc3ccccc3c(=O)n2CC2CCCO2)cc1 (configuration not stated)
    2.5	8.0	-3.4	7.7	-9.3	0.5	26.1	-0.2	-9.0
> COc1ccc(C(=O)N/C(=C\c2cn(C)c3ccccc23)C(=O)NCCCn2ccnc2)cc1OC
    12.7	4.7	-2.9	3.5	10.5	-1.1	-24.9	-1.5	-1.3
> Cc1cccc(C)c1NCc1nnc(SCC(=O)Nc2nc(-c3ccccc3)cs2)n1-c1ccccc1
    28.3	2.4	-2.5	0.3	1.8	-4.0	-2.9	-1.9	-10.0
> Cc1cc(-c2ccccc2)nc(N(C)C)c1S(C)(=O)=O
    17.8	1.9	-0.5	3.0	2.0	-2.0	51.4	-3.6	-1.1
> CCN(CC)CCCN=C(N)N
    -12.1	-10.4	-1.3	.	1.4	-3.1	7.6	-2.3	-12.0
> CC(O)(C#CCN1CCCC1)c1ccccc1 (configuration not stated)
    18.2	4.7	-0.6	-5.0	-5.2	-2.9	3.9	7.9	-8.7
> OC(COc1ccc(OCC(O)CN2CCCCC2)cc1)CN1CCCCC1 (configuration not stated)
    23.5	-8.5	0.9	3.9	4.1	1.3	33.9	-3.0	-3.4
> CC(C)(C)C(=O)NC(=O)Nc1ccccc1C(F)(F)F
    -10.3	-7.9	-1.4	2.9	2.7	-1.1	21.0	1.8	-9.9
> CC1CCN(S(=O)(=O)c2ccc3c(c2)NC(=O)CS3)CC1
    0.9	0.6	-3.2	4.3	2.0	-5.3	31.9	3.4	-2.2
> CCN(CC)S(=O)(=O)c1ccc(C(=O)NCCCN=C2NS(=O)(=O)c3ccccc32)cc1
    -3.1	-4.8	-1.8	-1.1	-3.4	-3.7	1.1	10.0	-7.6
> C=CCNC(=O)c1c(C(F)(F)F)nn(C)c1Cl
    7.8	-4.8	-1.9	-1.6	8.0	-2.0	12.2	-2.0	-10.7
> COc1ccc(NC(=O)c2cc(-c3ccco3)on2)cc1OC
    12.8	3.4	-2.9	2.6	-1.7	0.2	23.9	0.3	11.6
> COc1ccc2c(c1)-c1c(ssc1=S)C(C)(C)N2C(=O)CSC1=NCCS1
    34.0	-13.7	0.6	1.9	4.7	-0.2	13.9	3.8	-6.1
> Cc1cc2cc(CNC(=S)Nc3ccc(OC(F)F)cc3)ccc2[nH]1
    17.6	-0.1	-0.2	-1.0	-4.1	-2.1	-6.1	-3.5	-6.8
> COc1ccc(NC(=O)O/N=C2/CCCc3ccc(OC)cc32)cc1
    -3.9	3.9	-0.9	5.7	-14.2	-3.0	13.5	0.3	-10.9
